Compound activity deposited in PubChem BioAssay by several laboratories.
HT1080 cytotoxicity: cytotoxicity in HT1080 fibrosarcoma cells, cell-based, fluorescence readout (AID 620); 87,000 tested, 0.42% active; one-dose cytotoxicity, % at 10 µM; EC50 in µM for titrated hits; HT1080 viability, fluorescence; higher % means a stronger effect;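 further: cells exposed to compound overnight then 4 h with Alamar Blue; 0% = vehicle DMSO and 100% = killing control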
HPDE-C7K KRASV12: cytotoxicity in KRAS-transformed pancreatic duct cells, primary screen, cell-based, fluorescence, HTS (AID 431) | HPDE-C7K KRASV12 cells, Alamar Blue viability, 48 h; higher % means a stronger effect | one-dose cytotoxicity, % at 10 µM; EC50 in µM for titrated hits | 63,000 tested, 1.7% active;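 active means compounds whose percent cytotoxicity in the single-dose primary screen, scaled between solvent and toxic-drug controls, exceeds 50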;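 further: 0% = DMSO solvent wells and 100% = doxorubicin-treated wells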
DPM-DC inhibit: S. pneumoniae DPM-DC inhibitors, primary screen, biochemical, PK/LDH-coupled NADH fluorescence | diphosphomevalonate decarboxylase (Streptococcus pneumoniae D39) | purified DPM-DC | 65,000 tested, 0.49% active | calls only at 10 µM | AID 556, 2006;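 active means the 320 compounds with the highest percent inhibition in the single-dose primary screen, excluding strongly autofluorescent ones, cut at about 32% in these data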;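 further: kinetic rate of NADH fluorescence loss reporting ADP formed by the decarboxylase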
LYP phosphatase: LYP phosphatase inhibitors, primary screen, biochemical, DiFMUP fluorescence, recombinant catalytic domain, 10 µM (AID 606); Tyrosine-protein phosphatase non-receptor type 22 (Homo sapiens); recombinant LYP catalytic domain, DiFMUP fluorescence; higher % means a stronger effect; inhibition, % at 10 µM, or IC50 in µM where a hit was titrated; 52,000 tested, under 10 active;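 active means IC50 under 40 µM in the dose-response test; inactive means IC50 of 40 µM or more, or never dose-tested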
PMK inhibit: S. pneumoniae PMK inhibitors, primary screen, biochemical, mevalonate pathway, pilot trial included; phosphomevalonate kinase (Streptococcus pneumoniae D39); purified PMK, PK/LDH-coupled NADH absorbance 340 nm; inhibition, % at 10 µM; 65,000 tested, 0.49% active; AID 539, 2006;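 active means top-ranked compounds by inhibition in the single 10 µM screen, taking a fixed number of the strongest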;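 further: 0% = full reaction with DMSO carrier and 100% = background rate without enzyme reaction; no value below 0 was filed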
Bfl-1 inhibitors: Bfl-1 inhibitors, primary screen, biochemical, fluorescence polarization, FITC-Bid, mouse (AID 432); displacement, % at 20 µM; hits with a dose series show IC50 in µM; Bcl-2-related protein A1 (Mus musculus); 64,000 tested, 0.02% active; FITC-Bid BH3 peptide fluorescence polarization displacement; higher % means a stronger effect; in the data active means a potency from the dose series; inactive means the rest, 99 in 100 with displacement below about 15%; further: strong numbers were not always called active
MK inhibit: S. pneumoniae MK inhibitors, primary screen, biochemical, PK/LDH-coupled NADH absorbance | mevalonate kinase [Streptococcus pneumoniae D39] | purified MK, PK/LDH-coupled NADH absorbance 340 nm | inhibition, % at 10 µM | 65,000 tested, 0.48% active | AID 555, 2006;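 active means ranked among the strongest by inhibition in the single 10 µM screen, a fixed top-ranked set picked for dose follow-up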; further: no value below 0 was filed
TNAP inhibition: human TNAP enzyme inhibitors, biochemical, luminescent (AID 518); purified TNAP enzyme, luminescent substrate readout; higher % means a stronger effect; one-dose inhibition, % at 20 µM; IC50 in µM for titrated hits; 64,000 tested, 0.09% active; in the data active means a potency from the dose series; inactive means the rest, 99 in 100 with inhibition below about 22%;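 further: plate controls were vehicle for no effect and reference inhibitor for full effect; many of its hits are not listed in these tables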
HPDE-C7 viability: cytotoxicity in HPDE-C7 cells, cell-based, fluorescence, HTS (AID 430); HPDE-C7 pancreatic duct cells viability, fluorescence; higher % means a stronger effect; cytotoxicity, % at 10 µM; hits with a dose series show EC50 in µM; 63,000 tested, 1.8% active;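 further: cells exposed to compound for 48 hours before viability readout; 0% = vehicle and 100% = reference cytotoxic drug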
PMK inhibit pilot replicates: recorded beside PMK inhibit, whose call it bears; inhibition, %; measured here: pilot screen replicates
MK inhibit pilot replicates: also measured in MK inhibit; calls as there; inhibition, %; measured here: pilot screen replicates
DPM-DC inhibit pilot screen %: further read-out of DPM-DC inhibit, marked with its call; inhibition, %; measured here: pilot screen trials
* marks the source's active call; other numbers are inactive results; i = inactive; nt = no result given. Unless noted, no stated cut-off is given here; in the data, active means cytotoxicity above about 50%; inactive means the rest.

The first two compounds (preview)
SMILES | HT1080 cytotoxicity | HPDE-C7K KRASV12 | DPM-DC inhibit | LYP phosphatase | PMK inhibit | Bfl-1 inhibitors | MK inhibit | TNAP inhibition | HPDE-C7 viability | others
O=C(CSc1c2c(nc3ccc(Cl)cc13)CCCC2)N1CCN(C(=O)c2ccco2)CC1 | 18% | 105%* | i | 10% | 12 | 14% | 1 | 6% | 106%*
CCOc1ccc(C2CC(c3cccc(OC)c3)n3nc(N)nc3N2)cc1 (configuration not stated) | -1% | 0% | i | 14% | 6 | 0% | 5 | -3% | 1%

Results (from the top)
SMILES | HT1080 cytotoxicity | HPDE-C7K KRASV12 | DPM-DC inhibit | LYP phosphatase | PMK inhibit | Bfl-1 inhibitors | MK inhibit | TNAP inhibition | HPDE-C7 viability | others
O=C(CSc1c2c(nc3ccc(Cl)cc13)CCCC2)N1CCN(C(=O)c2ccco2)CC1 | 18% | 105%* | i | 10% | 12 | 14% | 1 | 6% | 106%*
CCOc1ccc(C2CC(c3cccc(OC)c3)n3nc(N)nc3N2)cc1 (configuration not stated) | -1% | 0% | i | 14% | 6 | 0% | 5 | -3% | 1%
N#CC1=C(O)CCCn2c1nc1ccccc1c2=O | 0% | 4% | i | nt | 10 | -2% | 7 | -2% | 5%
CCOC(=O)CSc1nc(N)c2c3c(sc2n1)CCCC3 | 12% | 11% | i | 14% | 7 | 6% | 1 | 9% | 3% | PMK inhibit pilot replicates=0.0;MK inhibit pilot replicates=0.0;DPM-DC inhibit pilot screen %=0.0
NC(Cc1ccc2nonc2c1)C(=O)O (configuration not stated) | 27% | nt | i | 9% | 7 | 0% | 4 | 5% | nt
Cc1cccc(N(CC(=O)Nc2c(C)n(C)n(-c3ccccc3)c2=O)S(C)(=O)=O)c1 | 12% | -2% | i | 8% | 0 | -3% | 4 | 12% | 5%
CS(=O)(=O)NCCSCc1ccccc1 | 7% | 0% | i | 15% | 5 | -5% | 6 | 15% | -6%
CCOC(=O)c1nnn(CC(=O)Nc2cccc(OC)c2)c1C(=O)OCC | 2% | -11% | i | 7% | 19 | -2% | 0 | 10% | -1% | PMK inhibit pilot replicates=6.0;MK inhibit pilot replicates=0.0;DPM-DC inhibit pilot screen %=0.5
Cc1ccc2c(c1)c1c3n2CCN=C3CCC1 | -7% | 10% | i | nt | 0 | 0% | 6 | 8% | 0%
N#CCCSc1nc(N2CCOCC2)c2c(c1C#N)CCCC2 | 15% | 1% | i | -29% | 0 | 4% | 1 | 7% | 5%
COc1ccccc1Oc1ccc2c(c1)C(=O)N(c1cccc(O)c1)C2=O | -6% | 2% | i | 10% | 6 | 1% | 7 | 14% | 2%
Cc1sc(NC(=O)CN2CCN(c3ccccn3)CC2)c(C#N)c1C | 7% | -7% | i | 5% | 10 | -2% | 0 | 10% | -15%
COc1ccc(-c2nc(NC(=O)C3CCN(c4nc5ccccc5o4)CC3)sc2C)cc1 | -2% | 8% | i | 8% | 13 | 1% | 10 | 5% | -4%
CC1(C)Cc2c(sc3nc(-c4cc5ccccc5o4)n(N)c(=O)c23)CO1 | -7% | 13% | i | -1% | 0 | 4% | 0 | 2% | 0%
O=C(Nc1nccs1)c1ccc(Cl)c(S(=O)(=O)N2CCOCC2)c1 | -8% | 3% | i | -9% | 8 | -8% | 1 | 6% | 7%
Cc1[nH]n2c(=O)cc(Cc3ccccc3)nc2c1C#N | -10% | 19% | i | 14% | 7 | -1% | 7 | 8% | 16% | PMK inhibit pilot replicates=2.0;MK inhibit pilot replicates=3.0;DPM-DC inhibit pilot screen %=0.0
COc1cccc(CN=CC2=C(O)CC(C)(C)CC2=O)c1OC | -8% | -3% | i | -5% | 1 | 0% | 3 | 2% | -13% | PMK inhibit pilot replicates=0.0;MK inhibit pilot replicates=0.5;DPM-DC inhibit pilot screen %=0.5
CCOC(=O)N1CCC(N2Cc3cccc(C(=O)NCc4ccccc4OC)c3C2=O)CC1 | 5% | 6% | i | nt | 9 | -3% | 4 | 9% | -1%
Cc1cc(=O)n(-c2ccc(O)cc2)[nH]1 | 0% | 12% | i | 2% | 10 | -2% | 7 | 3% | 14%
COc1ccc(Cl)cc1-c1nc(-c2ccncc2)no1 | 0% | 1% | i | 1% | 6 | -1% | 3 | 8% | 3%
O=C(c1cccc(F)c1)N1CCN(S(=O)(=O)c2ccc(C(F)(F)F)cc2)CC1 | -2% | -19% | i | nt | 11 | -2% | 3 | 8% | -12%
CCOC(=O)N1CCN(C(=O)CCc2nc3sc4c(c3c(=O)[nH]2)CCCC4)CC1 | -4% | 4% | i | 4% | 0 | 5% | 6 | 10% | -4%
CCc1nnc(NC(=O)CCC(=O)N2CCN(Cc3ccc(Cl)cc3)CC2)s1 | -7% | -11% | i | 14% | 0 | 1% | 6 | 4% | -31%
CCOC(=O)C(NS(=O)(=O)c1ccc(Br)cc1)C(C)C (configuration not stated) | 8% | -13% | i | 1% | 20 | 0% | 12 | 0% | -9%
Cc1cc(NC(=O)c2noc3c2CCCCC3)no1 | 0% | -16% | i | -13% | 8 | -11% | 5 | 7% | -12%
Cc1ccc(S(=O)(=O)N2CCCC2C(=O)NCCc2nc3ccccc3[nH]2)cc1 (configuration not stated) | 9% | nt | i | 12% | 9 | nt | 10 | nt | nt
N#CCSc1nc2ccc(N3CCCCC3)cc2c(=O)n1Cc1ccccc1 | -4% | 3% | i | 12% | 4 | -2% | 3 | 9% | 0%
COc1ccc(-n2ncc3c(NCc4ccco4)ncnc32)cc1 | 11% | 5% | i | nt | 5 | 0% | 0 | 14% | -4%
CN(C)C(=O)c1ccc(NC(=O)c2cncc(Br)c2)cc1 | -2% | -12% | i | -2% | 10 | -8% | 9 | 4% | 3%
Cc1ccc(SCc2[nH]nc3c2C2(C(=O)N(C)c4ccccc42)C(C#N)=C(N)O3)cc1 (configuration not stated) | 4% | 10% | i | 7% | 5 | -7% | 6 | -1% | 4%
C=CCn1c(SCCCc2ccccc2)nc2c1c(=O)[nH]c(=O)n2C | 0% | 5% | i | 17% | 5 | 3% | 4 | -2% | 5%
CCn1c(C)cc(=S)c2ccccc21 | 32% | 17% | i | nt | 7 | 23% | 0 | 19% | 20% | PMK inhibit pilot replicates=0.0;MK inhibit pilot replicates=0.0;DPM-DC inhibit pilot screen %=0.0
CCOC(=O)c1c(O)c2c(n(Cc3ccco3)c1=O)CCCC2 | 3% | 8% | i | 13% | 0 | 0% | 11 | 0% | -2%
COC(=O)c1cnn2c(C(F)(F)F)cc(-c3ccc(F)cc3)nc12 | -12% | -11% | nt | nt | 9 | -4% | 14 | 3% | -11%
Cn1c(=O)[nH]c(=O)c2c1nc1n2CCCN1CCc1ccccc1 | -2% | 13% | i | 10% | 13 | 1% | 6 | 10% | 4%
O=C(O)c1cc(NCc2ccccc2C(F)(F)F)ccc1N1CCOCC1 | 24% | -12% | i | -8% | 4 | -8% | 6 | 11% | 5%
COc1ccc(-n2nnc3c(=O)n(CC(=O)N4CCCC4)cnc32)cc1 | -4% | -17% | i | -20% | 12 | -2% | 5 | 11% | -18%
CC(NC(=O)c1cccnc1)C(=O)N1CCCCC1 (configuration not stated) | 1% | -6% | i | 1% | 19 | -8% | 2 | 4% | 2%
CCN(CC)CCN1C(=O)C(=O)/C(=C(/O)c2ccc(F)cc2)C1c1cccnc1 (configuration not stated) | -1% | -4% | i | 9% | 4 | 5% | 16 | 7% | -4%
CCOC(=O)COc1ccc(CCNC(C)=O)cc1 | -3% | -19% | i | 7% | 1 | 7% | 6 | 8% | -7%
CS(=O)(=O)N(Cc1ccc(C(=O)NC2CCCCC2O)cc1)c1ccccc1 (configuration not stated) | -2% | -4% | i | nt | 0 | -5% | 0 | 4% | -10%
O=C(Cc1c(O)c2ccccc2[nH]c1=O)NCc1cccc(F)c1 | -5% | 7% | i | 5% | 11 | 2% | 16 | 0% | 3%
COCC(=O)NCc1nc2ccccc2[nH]1 | 0% | -1% | i | 7% | 0 | 11% | 4 | 10% | -1%
CCOC(=O)N1CCC(NC(=O)c2cc(C(=O)Nc3ccc(OCC)cc3)ccc2CO)CC1 | 24% | 2% | i | 11% | 14 | 2% | 1 | 2% | -3%
CC(=O)OCCN(CCOC(C)=O)c1c(C)[nH]c(=O)[nH]c1=O | 11% | 7% | i | -4% | 0 | -2% | 0 | 3% | 8%
CN1C[N+]([O-])=C(c2ccccc2)C1(C)C | 3% | nt | i | 8% | 15 | 5% | 9 | 15% | nt
O=C(Cc1c(F)cccc1Cl)N1CCCC1 | 8% | 4% | i | 12% | 13 | -6% | 9 | 4% | 3%
O=C(CCCc1nc(-c2ccccc2)no1)N1CCOCC1 | 2% | -7% | i | nt | 9 | -2% | 6 | 5% | -17%
CN1c2ccccc2C(C)(C)C12CCCC(=O)N2 (configuration not stated) | -9% | -6% | i | nt | 15 | -10% | 7 | 4% | -6%
O=C(CSc1nc(-c2ccc(F)cc2)cc(C(F)(F)F)n1)NCCN1CCOCC1 | 3% | nt | i | 12% | 12 | nt | 11 | nt | nt
Cc1nn(CC(=O)Nc2cccnc2N2CCOCC2)c(=O)c2ccccc12 | 12% | -2% | i | -3% | 0 | 0% | 3 | 1% | -14%
c1ccc(Cn2nnc3c(N4CCC5(CC4)OCCO5)ncnc32)cc1 | -4% | 1% | i | 15% | 2 | 0% | 10 | 11% | -4% | PMK inhibit pilot replicates=4.5;MK inhibit pilot replicates=3.0;DPM-DC inhibit pilot screen %=0.0
CC1CCN(CCNC(=O)c2ccc(NC(=O)C3CCCO3)cc2)CC1 (configuration not stated) | -6% | -15% | i | 6% | 0 | -4% | 9 | -2% | -6%
COc1ccc(OC)c(C(=O)COC(=O)c2ccccc2O)c1 | -2% | -6% | i | -7% | 23 | 7% | 7 | 7% | -6%
O=C(CN1CCC(C(=O)c2ccc3c(c2)OCCO3)CC1)NC1CCCC1 | -10% | -19% | i | 10% | 24 | 16% | 8 | -1% | -10%
COc1ccc(-c2nnc(SCCC(=O)O)n2C)cc1OC | -8% | -12% | i | 14% | 3 | -9% | 11 | 13% | 4%
O=C(O)CCc1ccc(-c2cccs2)o1 | -8% | -1% | i | 8% | 11 | 10% | 7 | 12% | 6% | PMK inhibit pilot replicates=3.0;MK inhibit pilot replicates=2.0;DPM-DC inhibit pilot screen %=1.0
Cc1cc(C)n2nc(SCC3COc4ccccc4O3)nc2n1 (configuration not stated) | -2% | 2% | i | -1% | 5 | -5% | 0 | 6% | -9%
O=C(NCc1ccc2c(c1)OCO2)C1CCC(CNS(=O)(=O)c2ccccc2)CC1 (configuration not stated) | 0% | -12% | i | 12% | 14 | -7% | 2 | 15% | -22% | PMK inhibit pilot replicates=2.0;MK inhibit pilot replicates=0.5;DPM-DC inhibit pilot screen %=0.0
